KDM5B inhibitor – blocks human KDM5B histone demethylase activity. KDM5B demethylase, FDH-coupled NADH fluorescence (FDH is formaldehyde dehydrogenase). Potency, µM (titrated, usually from 57.7 µM), for the others: at the highest dose activity change, negative = inhibition, usual class: inhibitors. actives 2.6% (n = 220,000). AID 1347165; active = well fitted inhibition curve with a large enough effect; inconclusive = small, poorly fitted or top-dose-only effect; inactive = no such curve, though single readings can be large or run the other way; note: 0% is about no effect; nearly all actives have a fitted effect of over 70% in size
Target sequence (Q9UGL1 whole entry, looked up): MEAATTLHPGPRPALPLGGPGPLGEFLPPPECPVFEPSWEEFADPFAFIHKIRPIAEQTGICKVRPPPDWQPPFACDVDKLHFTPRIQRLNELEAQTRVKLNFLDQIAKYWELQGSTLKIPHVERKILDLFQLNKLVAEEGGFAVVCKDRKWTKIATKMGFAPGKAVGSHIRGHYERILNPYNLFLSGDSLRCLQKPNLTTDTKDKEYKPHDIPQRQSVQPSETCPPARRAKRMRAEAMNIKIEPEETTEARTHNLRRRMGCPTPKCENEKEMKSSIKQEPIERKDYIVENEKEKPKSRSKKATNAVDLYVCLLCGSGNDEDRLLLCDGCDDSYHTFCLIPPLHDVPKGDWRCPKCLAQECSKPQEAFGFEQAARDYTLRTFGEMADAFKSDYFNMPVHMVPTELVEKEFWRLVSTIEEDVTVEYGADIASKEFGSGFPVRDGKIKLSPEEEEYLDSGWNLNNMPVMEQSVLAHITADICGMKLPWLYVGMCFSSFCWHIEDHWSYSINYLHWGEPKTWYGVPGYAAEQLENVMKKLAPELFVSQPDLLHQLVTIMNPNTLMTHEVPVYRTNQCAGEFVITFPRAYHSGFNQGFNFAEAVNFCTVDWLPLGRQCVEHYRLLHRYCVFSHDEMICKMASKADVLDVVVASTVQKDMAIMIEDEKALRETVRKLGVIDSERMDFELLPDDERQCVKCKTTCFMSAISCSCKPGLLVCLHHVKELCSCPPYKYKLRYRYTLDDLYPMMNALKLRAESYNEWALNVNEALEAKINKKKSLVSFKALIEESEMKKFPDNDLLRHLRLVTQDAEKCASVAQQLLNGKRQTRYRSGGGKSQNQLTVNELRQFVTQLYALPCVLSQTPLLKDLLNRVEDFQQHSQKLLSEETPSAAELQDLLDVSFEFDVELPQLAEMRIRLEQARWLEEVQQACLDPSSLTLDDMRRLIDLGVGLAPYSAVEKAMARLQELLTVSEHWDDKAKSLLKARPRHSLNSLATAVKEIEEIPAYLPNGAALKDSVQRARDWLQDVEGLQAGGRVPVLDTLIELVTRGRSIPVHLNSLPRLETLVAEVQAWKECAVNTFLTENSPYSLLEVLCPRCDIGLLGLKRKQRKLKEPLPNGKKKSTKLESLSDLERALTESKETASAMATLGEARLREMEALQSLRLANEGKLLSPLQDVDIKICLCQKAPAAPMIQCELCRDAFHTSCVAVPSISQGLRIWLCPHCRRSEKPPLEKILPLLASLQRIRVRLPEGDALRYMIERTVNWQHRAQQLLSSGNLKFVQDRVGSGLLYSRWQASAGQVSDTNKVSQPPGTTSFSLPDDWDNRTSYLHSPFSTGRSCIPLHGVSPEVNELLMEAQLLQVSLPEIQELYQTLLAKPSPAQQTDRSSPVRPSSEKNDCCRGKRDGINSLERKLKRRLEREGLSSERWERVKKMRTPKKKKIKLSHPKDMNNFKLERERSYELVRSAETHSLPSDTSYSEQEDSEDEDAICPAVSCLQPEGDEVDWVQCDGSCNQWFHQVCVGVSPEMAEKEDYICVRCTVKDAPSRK
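Inhibition is measured as reduced NADH fluorescence generation from FDH coupling to formaldehyde release. Truncated KDM5BΔAP at 200 nM final acts on H3K4me3 peptide (12.5 µM in substrate mix) in pH 7.5 HEPES buffer with Tween-20, 30 min, room temperature.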
The depositor's hits bear a star; u = inconclusive; & = joins results of further samples; [ ] = dose if it differs, or a comment. Potency is the fitted concentration of half-maximal effect.

# | KDM5B inhibitor | canonical_smiles
1 | u | COc1ccc(N2CC3(COCC2=O)CN(c2ccc(C(F)(F)F)cn2)C3)cn1
2 | -2% | Cc1cc(CS(=O)(=O)Cc2ccc(F)cc2Cl)no1
3 | -19% | O=C(NC1CCCCCC1)c1ccc2c(c1)CC(=O)N2Cc1ccc(F)cc1
4 | -3% | COc1ccc(CN2CCCOC(CN3CCCCC3)C2)cc1C(=O)O (stereo not given)
5 | 21% | Cn1c(=O)c2c(nc3n2CC(O)CN3c2ccccc2)n(C)c1=O (stereo not given)
6 | 0% | Cc1ccc(C2Cn3nnc(C(=O)N4CCN(C(=O)c5cccc(Cl)c5)CC4)c3CO2)cc1 (stereo not given)
7 | 4% | O=S(=O)(Nc1nc2ccccc2nc1NCc1ccccc1)c1cccc2nsnc12
8 | 2% | CN(CC(=O)N1CCCC(CCc2ccc(F)cc2)C1)C1CCNCC1 (stereo not given)
9 | 15% | O=C(C1CC1)N1CCc2cc(Br)cc(S(=O)(=O)N3CCN(c4cccc(Cl)c4)CC3)c21
10 | 0% | CCOC(=O)c1c(CN2CCN(CC#N)CC2)n(C)c2cc(Br)c(OC)cc12
11 | -4% | NC(=O)CSc1nc2cc3c(cc2c(=O)n1CCCCCC(=O)NCc1ccc2c(c1)OCO2)OCO3
12 | 12% | Cc1nccn1CCC1CCN(C(=O)C2CC(=O)N(C3CC3)C2)CC1 (stereo not given)
13 | 1% | CCOc1ccccc1NC(=O)CN(c1cccc(Cl)c1Cl)S(C)(=O)=O
14 | -22% | COCCN1CCC2(CCC1=O)CCN(C(=O)c1ccc(Cc3c(C)noc3C)o1)CC2
15 | -22% | Cc1nc2c(c(-c3ccc(O)cc3)n1)CN(Cc1ccnn1C)CC2
16 | -8% | CCOC(=O)C(NC(=O)c1nccc2ccccc12)C(=O)OCC
17 | 45%[activator] | C=CCN(CC#CC1=CCCCC1)Cc1ccc(OC)cc1OC
18 | 32µM* | COCc1ccc2c(c1)c(OC(C)(C)C(=O)NC1CCC(O)CC1)nn2CCC(C)C (stereo not given)
19 | u | COc1ccc(-n2nc(C(=O)O)c(=O)n(C)c2=O)cc1
20 | 8% | O=C(CSC1=Nc2ccccc2N=C(c2ccc(F)cc2)C1)NCc1ccccc1Cl
21 | 21% | CNC(=O)NCc1ccc(OC)cc1
22 | 4% | Cc1c(-c2ccccc2)nc2ccccc2c1C(=O)OCC(=O)NCC(F)(F)F
23 | 14% | Cc1cc(C)n(-c2ccc(NC(=O)C3CCN(Cc4cnc(C)s4)CC3)cc2)n1
24 | 6% | CC(C)[C@H](Nc1ncnc2sc3c(c12)CCCC3)C(=O)O
25 | 14% | CC(=O)N1CCc2c(sc(NC(=O)CSc3ccccc3)c2-c2nc3ccccc3s2)C1
26 | u | CN1CC(=O)N(C2CCCNCC2)Cc2c(NCCCn3ccnc3)ncnc21 (stereo not given)
27 | -11% | CCOc1ccc(NC(=O)CSc2nccc(-c3ccc(Br)cc3)n2)cc1
28 | -19% | COc1ccc(-c2c(C)oc3cc(OCC(=O)N4CCN(c5ccccn5)CC4)ccc3c2=O)cc1
29 | 30% | O=C(CN1CCN(C(=O)C2COc3ccccc3O2)CC1)Nc1ccccc1 (stereo not given)
30 | 1% | CONC(=O)C(C)NC(=O)C12CC3CC(CC(C3)C1)C2 (stereo not given)
31 | -27% | CCc1ccccc1NC(=O)c1ccc2c(c1)nnn2C1CCCC1
32 | u | CCOC(=O)/C=C/c1ccc(N)cc1
33 | u | Cc1ccc2nc(C)cc(C(=O)NC3CCS(=O)(=O)C3)c2c1 (stereo not given)
34 | -3% | NS(=O)(=O)c1ccc(CCNS(=O)(=O)c2cccs2)cc1
35 | -18% | Cc1ccc(CNC(=O)c2cccc(C3CCCN(C(=O)Nc4ccccc4)C3)c2)o1 (stereo not given)
36 | 14% | CCn1c(SCC(=O)Nc2cc(OC)ccc2OC)nc2c(-c3ccccc3)csc2c1=O
37 | u | CCN1c2cc(C(=O)N3CCSCC3)ccc2C(=O)N2CCCCCC21 (stereo not given)
38 | 12% | CCOC(=O)c1ccc(NC(=O)CN(c2ccccc2Cl)S(C)(=O)=O)cc1
39 | 11% | COc1cccc(OC)c1C(=O)Nc1ccc(N2CCN(C)CC2)c(Cl)c1
40 | 10%&-11% | CC(C)n1cnc(S(=O)(=O)N2CCCC(C(=O)NCc3ccccc3Cl)C2)c1 (stereo not given)
41 | 9% | Cc1ccc(-n2nc3c(c2NC(=O)c2c(F)cccc2Cl)CS(=O)(=O)C3)cc1C
42 | u | COC(=O)C1=C(C)N=C2SC=C(CC(=O)NCC3CCCO3)N2C1c1ccc(C)cc1C (stereo not given)
43 | 12% | Cc1cccc(Nc2c(-c3ccsc3)nc3nc(C)cc(C)n23)c1
44 | 3% | COc1ccc(C2c3ccc4ccccc4c3Oc3ncn(CCCO)c(=N)c32)cc1 (stereo not given)
45 | 15% | Cc1ccc(NC(=O)CCCn2c3ccccc3c(=O)c3cc(C)ccc32)c(Br)c1
46 | 28µM* | Cc1cn2nc(C(=O)NCc3cccc(C(F)(F)F)c3)cc2c(N2CCSCC2)n1
47 | -13% | CC(C)CNC(=O)CC1Sc2ncccc2N(CC(C)C)C1=O (stereo not given)
48 | u | CN1C(=O)Cc2cc(S(=O)(=O)NCCc3ccccc3)ccc21
49 | u | CC(CCn1cccn1)NC(=O)c1csc2nc(-c3ccc(C(F)(F)F)cc3)cn12 (stereo not given)
50 | -24%[86.2 µM] | Cn1cc(-c2ccccc2Oc2ccccc2)c2nc(CN3CCOCC3)cn2c1=O
51 | -19%[115 µM] | O=C(c1ccc(C(F)(F)F)cc1)N1CCC2(CC1)COc1ccccc1S(=O)(=O)N2
52 | -28% | O=C(c1ccc(N2CC3CC(C2)[C@H]2CCCC(=O)N2C3)nc1)N1CCN(C2CCCCC2)CC1 (stereo not given in full)
53 | -7% | CN1CCCCC(CC(=O)Nc2ccc(OC(F)(F)F)cc2)C1=O (stereo not given)
54 | -16% | Cn1nnc(-c2cccc(NC(=O)C[C@H]3NC(=O)c4ccccc4NC3=O)c2)n1
55 | 0% | COc1ccccc1NC(=O)N1CCN(c2ccnc3cc(Cl)ccc23)CC1
56 | u | COc1ccc(C(=O)Nc2nc3n(n2)C(c2ccc(Cl)cc2)C=C(c2ccccc2)N3)cc1OC (stereo not given)
57 | -13% | CC1(C)CC2CC(C)(CN2C(=O)COC(=O)c2ccccc2C(F)(F)F)C1 (stereo not given)
58 | -20% | OCC1CN(Cc2nccs2)CCC12CCN(Cc1cnc[nH]1)CC2 (stereo not given)
59 | -14% | Cc1cccc(N2CCN(C(=O)CCSCc3ccccc3F)CC2)c1C
60 | u | Cc1cccc(Cn2c(-c3cccc(Br)c3)nc3ccccc32)c1

Another view of 4 compounds above:
no. | mol | KDM5B inhibitor
27 | CCOc1ccc(NC(=O)CSc2nccc(-c3ccc(Br)cc3)n2)cc1 | -11%
28 | COc1ccc(-c2c(C)oc3cc(OCC(=O)N4CCN(c5ccccn5)CC4)ccc3c2=O)cc1 | -19%
29 | O=C(CN1CCN(C(=O)C2COc3ccccc3O2)CC1)Nc1ccccc1 (stereo not given) | 30%
30 | CONC(=O)C(C)NC(=O)C12CC3CC(CC(C3)C1)C2 (stereo not given) | 1%

Returning to the listing; the 6 compounds before the break are reprinted first.
# | KDM5B inhibitor | canonical_smiles
55 | 0% | COc1ccccc1NC(=O)N1CCN(c2ccnc3cc(Cl)ccc23)CC1
56 | u | COc1ccc(C(=O)Nc2nc3n(n2)C(c2ccc(Cl)cc2)C=C(c2ccccc2)N3)cc1OC (stereo not given)
57 | -13% | CC1(C)CC2CC(C)(CN2C(=O)COC(=O)c2ccccc2C(F)(F)F)C1 (stereo not given)
58 | -20% | OCC1CN(Cc2nccs2)CCC12CCN(Cc1cnc[nH]1)CC2 (stereo not given)
59 | -14% | Cc1cccc(N2CCN(C(=O)CCSCc3ccccc3F)CC2)c1C
60 | u | Cc1cccc(Cn2c(-c3cccc(Br)c3)nc3ccccc32)c1
61 | 33%[activator] | CN(Cc1ccccc1)C(=O)c1cccc(C(=O)N(C)Cc2ccccc2)c1
62 | -10% | CC(=O)c1cccc(Nc2c3c(nc4nc(-c5cccs5)nn24)CCCC3)c1
63 | u | O=C(c1c[nH]c2ccccc12)C(F)(F)F
64 | 16% | Cc1ccc(-c2nc(C)sc2CC(=O)NCCc2cccs2)cc1
65 | -12% | COc1ccc(C2C=C(c3ccc(Br)cc3)Nc3nnnn32)cc1 (stereo not given)
66 | 27% | O=C(Nc1ccnn1C1CCN(C(=O)c2cccc(Cl)c2)CC1)C1CCOC1 (stereo not given)
67 | -6% | O=[N+]([O-])c1cccnc1Oc1ccc(F)cc1F
68 | -23% | CCC1=C(C(=O)OC)C(c2cccc(C)c2)N2C(CC(=O)Nc3ccc(OC)cc3)=CSC2=N1 (stereo not given)
69 | u | O=C(c1cccc(F)c1)N1CCC(Oc2ccccc2-c2nc(C3CCOCC3)no2)C1 (stereo not given)
70 | 12% | CCCCn1nc(C(=O)Nc2cc(C(F)(F)F)ccc2N2CCOCC2)c2ccccc2c1=O
71 | 15% | O=C(CN1CCN(Cc2ccccc2Cl)C1=O)NCc1ccccn1
72 | -13% | Cc1cc(C(=O)CSc2ncnc3ccccc23)c(C)n1C1CC1
73 | 18% | C=CCNC(=O)C(NC(=O)c1ccc(OC)cc1)C1CCN(C(=O)c2cccc(F)c2)CC1 (stereo not given)
74 | u | COc1ccc(NC(=O)[C@@H]2C[C@H](c3ccc(F)cc3)N(Cc3csc(C)n3)C2)c(C)c1
75 | 14% | CCn1nc(C(=O)Nc2ccc(OCC(C)C)c(Cl)c2)c2ccccc2c1=O
76 | u | O=C(Cn1nc(-c2ccco2)ccc1=O)Nc1ccccc1C(F)(F)F
77 | 18% | COC(=O)CN1CCN(c2nc3c(c(=O)[nH]c(=O)n3C)n2Cc2ccc(F)cc2)CC1
78 | 25µM* | CC(C)CC(=O)NCC(=O)N1CCN(c2ccccn2)CC1
79 | u | CCCCNC(=O)Cc1csc2nc(C)c(-c3cc(C)n(-c4cccc(Cl)c4)n3)c(=O)n12
80 | 19% | Cn1cc([N+](=O)[O-])c(C(=O)n2cccn2)n1
81 | -3% | O=C(Nc1ccc(F)cc1)C1=C(N2CCCC2)c2ccccc2S1(=O)=O
82 | -3% | CCOc1ccc(NC(=O)COC(=O)c2n[nH]c3ccccc23)cc1
83 | u | COc1ccc(Cl)cc1-n1nc(C2CC2)nc1C(C)Cn1cncn1 (stereo not given)
84 | -3% | COc1ccc(-c2nc3nc(C)cc(N4CCN(c5cccc(C(F)(F)F)c5)CC4)n3n2)cc1
85 | -3% | CCOc1ccc(/C=C2\Oc3cc(OS(C)(=O)=O)ccc3C2=O)cc1
86 | -45% | COc1ccc(CN2C=C(C(=O)OCc3nc(Cc4cccc(C)c4)no3)C(C)=NS2(=O)=O)cc1
87 | -29% | O=C1CCC2(CCCO2)CCN1Cc1ccc(F)cc1 (stereo not given)
88 | -12% | COC(=O)[C@H](Cc1ccc(OC)cc1)NC(=O)[C@H]1CN(C(=O)c2cccnc2)CCN1C(=O)NC(C)C
89 | -14% | CCOc1ccc(OCC)c(NS(=O)(=O)c2ccc(-c3cnc(C)o3)cc2)c1
90 | u | COc1ccc(NC(=O)[C@@H]2C[C@H](c3ccc(F)cc3)N(Cc3csc(C)n3)C2)cc1OC
91 | 5% | Cc1cc(NC(=O)C(C)OC(=O)c2cc3c(s2)CCCCCC3)no1 (stereo not given)
92 | 12% | O=C(NCCc1ccccc1)OCc1cn(Cc2ccc(C(F)(F)F)cc2)nn1
93 | u | Cc1noc(C)c1-c1cc2cc(C(C)C)oc2c(NC2CCOCC2)n1
94 | u | O=C(Nc1ccc(F)cc1)c1ccc(Cn2ccn3nc4c(c3c2=O)CCCC4)cc1
95 | -3% | O=C(OCCOc1ccccc1F)c1ccc2nccnc2c1
96 | 28µM* | O=C(NCCN1CCCCC1)c1ccc(-c2ccc(N3CCCCC3)nc2)cc1
97 | -20% | COC(=O)C1CN(Cc2cn(CCC3OCCO3)nn2)CCS(=O)(=O)N1Cc1ccc(F)cc1 (stereo not given)
98 | 10% | CCC(=O)N(Cc1cc(=O)[nH]c2ccccc12)c1ccccc1C
99 | 40% | O=c1ccc(Cl)nn1-c1ccccc1
100 | -6% | Cc1noc(C)c1[S+](=O)([O-])N1CCC2(CC1)C(=NC1CCCC1)NC(=O)N2c1cc(F)cc(F)c1
101 | 6% | COc1cc(C2CC(=O)N(c3sc4c(c3C#N)CCCC4)C3=C2C(=O)CCC3)cc(OC)c1OC (stereo not given)
102 | 31% | Cn1cc(C(=O)NCC(=O)N2CCCCCNC(=O)CC2c2ccccc2)cn1 (stereo not given)
103 | 28% | COc1ccccc1N1CCN(C(=O)CC[C@H]2NC(=O)c3ccccc3NC2=O)CC1
104 | 16% | Cn1c(=O)c2c(ncn2CC(=O)Nc2cccc(Br)c2)n(C)c1=O
105 | u | CCc1nn(CC(=O)Nc2ccc(C)c(F)c2)c(=O)c2cc3cc(C)ccc3n12
106 | -13%[86.2 µM] | O=C1OC2(CN1CC1CCOCC1)CN(C(=O)c1ccc(Oc3ccccc3)cc1)C2
107 | 8% | CCOC(=O)N1CCC(NC(=O)c2cnn(-c3ccc(C)cc3C)c2C2CCN(C(=O)OC(C)(C)C)CC2)CC1
108 | 9% | CC(C)Cc1noc(CN2CCN(c3cccc(F)c3C#N)CC2)n1
109 | 8% | COC(=O)/C(C#N)=C/c1ccc(OC)c(COc2cccc(C(F)(F)F)c2)c1
110 | u | Cn1cccc1CN1CC2(C1)C(=O)Nc1ccccc12
111 | 0% | CCOc1ccc2c(n1)CCN(C(=O)Cc1c[nH]c3ccccc13)C2

Bioassay records from PubChem.

A portion of the library (hit frequency here may not be typical).
